Dynein cargo inh: inhibitors of GR-EGFP nuclear translocation, primary screen, dynein cargo transport inhibitor project, imaging, high-content, 3617.4 mouse cells; z-score, hits read low; AID 1381, 2008; 220,000 tested, 0.47% active; test concentration mostly 20 µM; stimulated with dexamethasone, 1 µM; active compounds read low;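 active = plate z-score of nuclear minus cytoplasmic receptor signal below a set negative limit, without overly bright fluorescence or cell loss, cut at about -3.5 in these data, passing the limit was not always enough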;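 also: z-score of nuclear minus cytoplasmic ring GR-EGFP intensity difference per well; some compounds called inactive have numbers as strong as hits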
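medium = tetracycline-free induction medium containing charcoal-stripped FBS | probe or stimulus = dexamethasone, 1.0 µM final | timing = 48 h induction, then 1 h compound, then 30 min agonist, 37 °C | detection = automated 10x imaging of fixed Hoechst-stained cells | read-out basis = nuclear versus cytoplasmic GR-EGFP signal, averaged per well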
MT stabilize HCS: microtubule stabilizers in HeLa cells, primary screen, imaging, high-content imaging; HeLa tubulin immunostaining HCS, 24 h; share of cells brighter than vehicle mean+2SD; % tubulin-high responders, % at 10 µM; 200,000 tested, 0.83% active; AID 2205, 2009;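 active = plate Z-score above 3 for both tubulin-high and condensed-nucleus cell shares, with cell loss under 80%, at 10 µM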;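 also: anti alpha tubulin signal scored within the nucleus-defined area of each cell; some results filed as inactive read as strong as hits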
Myeloid diff 2: induction of myeloid progenitor differentiation, primary screen, cell-based, flow cytometry, MLPCN library; ER-HoxA9 myeloid progenitors, lysozyme-GFP differentiation; calls only at 10 µM; 360,000 tested, 1% active; AID 624256, 2012;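 active = normalized GFP-positive differentiation at or above the plate's own cutoff, the solvent-only control mean plus 3 SD; inconclusive = no clear call, values can overlap the other calls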;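 also: cells exposed to compound for four days before flow analysis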
Lipid droplet: inhibitors of hepatocyte lipid droplet formation, primary screen, imaging, high-throughput imaging, BODIPY stain; AML12 mouse hepatocytes, oleate lipid droplets; 240,000 tested, 0.4% active; inhibition, % at 6.5 µM;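 active = lipid droplet intensity inhibited by at least 50%, with more than 500 cells counted; inconclusive = wells with under 300 cells, treated as cytotoxic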
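Assay system: AML12 hepatocytes (mouse); Probe or stimulus: oleic acid at 100 µM to induce lipid droplet formation; Dosing: compound at 6.5 µM only; Schedule: compound with oleate, overnight; Detection: fluorescence imaging, 20x objective, two fields per well; Measure: % inhibition of lipid droplet signal.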
Ins promoter up: insulin promoter activators in MIN6 cells, imaging, high-content screening, mouse beta cells | z-score at 5 µM | MIN6 insulin promoter-GFP reporter; active compounds read high | 190,000 tested, 0.3% active;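 active = z-score above 3 at 5 µM with at least 500 cells counted in the well; inconclusive = wells under 500 cells, flagged as cytotoxic or low count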
TNAP activation fold: human TNAP enzyme activators, primary screen, biochemical, luminescent, no phosphate acceptor, uHTS (AID 1001) | 200,000 tested, 0.03% active | one-dose activation fold at 20 µM; EC50 in µM for titrated hits | purified TNAP, luminescent activation assay, no phosphate acceptor; higher activation fold means a stronger effect | Alkaline phosphatase, tissue-nonspecific isozyme (Homo sapiens); in the data active = activation fold from about 3, or a potency from the dose series; inactive = the rest, 99 in 100 with activation fold below about 1.6; also: many of its hits are not listed in these tables
human PMI inhibition: inhibitors of human PMI, primary screen, biochemical, fluorescence intensity, coupled assay (AID 1209); Mannose-6-phosphate isomerase (Homo sapiens); purified PMI enzyme, coupled fluorescence intensity; higher % means a stronger effect; one-dose inhibition, % at 20 µM; IC50 in µM for titrated hits; 190,000 tested, 0.42% active; in the data active = inhibition above about 50%;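 also: plate controls were DMSO vehicle for no effect and wells lacking substrate for full effect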
bCat nuc transl: modulators of beta-catenin nuclear translocation, primary screen, imaging, HeLa cells, immunofluorescence, high-content; AID 1665, 2009; nuclear translocation activity, % at 5 µM; 190,000 tested, 0.3% active;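 active = nuclear translocation activity above 50% at 5 µM, with a well cell count of 50 or more; inconclusive = wells under 50 cells across six images, flagged as toxic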;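 also: per-cell ratio of nuclear to cytoplasmic median beta-catenin stain intensity; plate controls were DMSO negative control for no effect and GSK-3 inhibitor IX positive control for full effect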
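Signal – beta-catenin immunofluorescence imaging with DAPI · Test system – human HeLa cell line · Dosing – 5 µM primary single dose, 0.1% DMSO, 0.02–20 µM confirmation series · Measure – % activation, nuclear-to-cytoplasmic median beta-catenin signal ratio per cell · Incubation – 24 h compound exposure at 37°C, 5% CO2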
T cell HTS: modulators of CD8 T cell-vesicle binding, primary screen, mouse 2C CD8+ T cells, flow cytometry; 2C CD8+ T cell-vesicle binding; active compounds read low; calls only at 7 µM; 330,000 tested, 0.068% active; AID 2052, 2009;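 active = response, share of CD8 T cells binding vesicles, and their 90th percentile fluorescence all below set limits, cut at about 80% in these data, passing the limit was not always enough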
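Material: murine 2C transgenic CD8+ T lymphocytes / Also added: QL9-peptide-loaded Drosophila micro-vesicles bearing Ld, ICAM-1 and B7-1 / Schedule: binding step 1.5 h, 37 °C, antibody labelling 20 min, ice / Signal: flow cytometry, PE anti-B7-1 (FL2) versus Alexa647 anti-CD8 (FL8), PFA-fixed / Evaluation: percent CD8+ FL2 mean versus row control / Benchmarks: naked versus QL9-loaded vesicles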
Dynein cargo inh cytoplasmic EGFP: further read-out of Dynein cargo inh, marked with its call; z-score; measured here: cytoplasmic GR-EGFP intensity; active compounds read high
Dynein cargo inh nuclear GR-EGFP: recorded beside Dynein cargo inh, whose call it bears; z-score; measured here: nuclear GR-EGFP intensity;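 lower value marks the stronger effect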
Dynein cargo inh cell count: recorded beside Dynein cargo inh, whose call it bears; z-score; measured here: cell count per field
Ins promoter up cell count: also measured in Ins promoter up; calls as there; cell count; measured here: cytotoxicity, nuclei count;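 total cells summed across four imaged fields per well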
Lipid droplet cells 6.5 µM: recorded beside Lipid droplet, whose call it bears; cell count; measured here: cell count, cytotoxicity flag;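 cells counted across two imaged fields per well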
bCat nuc transl cell count 5 µM: second read-out of bCat nuc transl, no call of its own (marks repeat the call); cell count; measured here: cell count, cytotoxicity flag
T cell HTS vesicle-bound %: second read-out of T cell HTS, no call of its own (marks repeat the call); double positive events, %; measured here: CD8+ vesicle-bound cell fraction;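 binding gate set so that unloaded-vesicle control wells show 10% double positive cells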
MT stabilize HCS Hoechst-high %: further read-out of MT stabilize HCS, marked with its call; % Hoechst-high responders; measured here: nuclear condensation Hoechst responders;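 share of cells brighter than vehicle mean plus two SD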
MT stabilize HCS cytotoxicity %: further read-out of MT stabilize HCS, marked with its call; toxicity, %; measured here: cytotoxicity by cell density;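 0% = mean cell density of plate MIN control wells and 100% = no cells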
Myeloid diff 2 GFP+ MAC1+ %: recorded beside Myeloid diff 2, whose call it bears; GFP+ MAC1+ double positive, %; measured here: differentiation confirmed by MAC1 staining
An asterisk follows results filed as active; i = inactive; ? = inconclusive; . = not tested or not shown.

Values in the order: Dynein cargo inh, Dynein cargo inh cytoplasmic EGFP, Dynein cargo inh nuclear GR-EGFP, Dynein cargo inh cell count, MT stabilize HCS, MT stabilize HCS Hoechst-high %, MT stabilize HCS cytotoxicity %, Myeloid diff 2, Myeloid diff 2 GFP+ MAC1+ %, Lipid droplet, Lipid droplet cells 6.5 µM, Ins promoter up, Ins promoter up cell count, TNAP activation fold, human PMI inhibition, bCat nuc transl, bCat nuc transl cell count 5 µM, T cell HTS, T cell HTS vesicle-bound %
> Cc1onc(C(=O)NCc2cccs2)c1[N+](=O)[O-]
→ -0.19, -0.21, 0.011, 0.2, 2.5, 2.2, 7.3, i, 0.9, 16, 750, -0.39, 1399, 1.1, -17%, -0.5, 1134, i, 38
> CC1CC(C)CN(S(=O)(=O)c2ccc3c(c2)oc(=O)n3CC(=O)N2CCOCC2)C1 (stereo not drawn)
→ -0.61, -0.29, -0.25, 0.84, 1.3, 3.9, 7.4, i, 1.9, ., ., 0.91, 950, 1.1, 11%, ., ., i, 12
> O=C(Nc1cccc(Br)c1)c1ccc(CSc2ccccc2)cc1
→ -0.27, -0.17, -0.23, 0.14, 1.0, 0.8, 2.1, i, 0.5, ., ., 0.04, 1561, 1.1, 8%, -1.7, 1364, i, 43
> O=C(O)CC(NC(=O)c1sc2ccccc2c1Cl)c1ccc(OC2CCCC2)cc1 (stereo not drawn)
→ 0.47, -0.27, 0.15, 0.97, 2.9, 2.0, 15, i, 0.1, -24, 676, 1.2, 1091, 0.9, -27%, 1.0, 1045, i, 43
> COc1cc(CNCc2cccs2)cc(Br)c1OC
→ -0.3, -0.2, 0.29, -0.39, 3.9, 1.5, 2.6, i, 0.2, ., ., -0.45, 1410, 1, -13%, -0.7, 1388, i, 25
> CC1CCCC(C)N1NC(=O)c1ccc(Cl)c(S(N)(=O)=O)c1 (stereo not drawn)
→ -0.58, -0.21, 0.3, 0.24, 2.1, 2.1, 8.0, i, 1.9, 1, 803, -0.1, 942, 1.1, -6%, 1.5, 1156, i, 23
> CC(C)Oc1ccc(/C(O)=C2/C(=O)C(=O)N(CCN(C)C)C2c2ccco2)cc1 (stereo not drawn)
→ 0.26, -0.23, -0.3, -0.11, 5.1, 2.8, 12, i, 0.8, 2, 721, ., ., 1, 7%, -6.0, 1176, i, 49
> Cn1c(N)c(S(=O)(=O)N2CCN(C(=O)c3ccco3)CC2)c(=O)n(C)c1=O
→ -0.38, -0.27, -0.36, 1.1, 2.9, 2.3, 6.1, i, 0.1, 22, 677, 1.3, 1112, 1.1, -8%, -0.1, 1163, i, 60
> Cc1noc(NS(=O)(=O)c2ccc(NC(=O)CCC3CCCCC3)cc2)c1C
→ 1.2, -0.27, 0.9, -1.2, 2.4, 0.4, 20, i, 1.1, -3, 777, 0.11, 1255, 1.1, 3%, ., ., i, 24
> CCOC(=O)N1CCN(C(=O)CS(=O)(=O)c2cn(Cc3cccc(F)c3)c3ccccc23)CC1
→ 0.28, -0.22, 0.58, -0.98, 2.7, 1.8, 4.0, i, 2.9, -4, 732, -0.77, 899, 1, 6%, -0.6, 1081, i, 22
> CC(C)C12CN(C(=O)c3ccccc3[N+](=O)[O-])CC(C(C)C)(CN(C(=O)c3ccccc3[N+](=O)[O-])C1)C2=O
→ -0.79, -0.22, -0.1, 1.2, ., ., ., i, 0.3, -2, 698, -0.26, 986, ., ., 0.6, 1344, i, 27
> Cn1ncc2c1ncn1nc(CCc3ccccc3)nc21
→ -1, 0.41, -0.35, 0.21, 3.0, 2.0, 3.3, i, 6.4, ., ., 3.6*, 1468*, 0.4, 11%, -1.1, 1419, i, 19
> O=C(O)c1ccccc1C(=O)Nc1ccc(-c2csc(-c3ccccc3)n2)cc1
→ 0.19, -0.18, 0.16, 1.1, 2.0, 2.3, 8.7, i, 0.4, -1, 688, -0.33, 1393, 1, -2%, 2.4, 913, i, 48
> O=C(CCS(=O)(=O)Cc1ccccc1)NC1CCCCC1
→ -0.039, -0.27, 0.04, -0.3, 2.1, 0.0, 32, i, 12, 0, 788, -0.47, 1287, 1.1, 4%, 0.7, 1046, i, 26
> O=C(C(c1ccccc1)c1ccccc1)N1CCN(CC(O)COc2ccccc2)CC1 (stereo not drawn)
→ 0.045, -0.19, 0.53, -0.3, 3.9, 2.6, 11, i, 1.9, -21, 720, 0.05, 729, 1.1, 10%, -1.4, 1141, i, 26
> COc1ccc(C(OC(=O)c2ccco2)C(=O)NCC2CCCO2)cc1 (stereo not drawn)
→ 0.52, 0.92, 0.79, -0.013, 4.1, 3.6, 17, i, 0.6, ., ., -0.37, 1423, 1, 5%, -1.0, 1153, i, 49
> COC(=O)c1nn(-c2ccccc2)c(Cl)c1/C=N/OC(=O)c1ccc(Cl)c(Cl)c1
→ -0.18, -0.37, 0.23, 0.55, 2.1, 2.5, 12, i, 0.9, ., ., 0.1, 1195, 1.1, 1%, -1.7, 847, i, 21
> COc1ccc(C2c3sc(=O)[nH]c3SC3C4CCC(C4)C23)cc1 (stereo not drawn)
→ -0.16, -0.25, -0.15, 0.76, 3.3, 1.7, 1.0, i, 1.5, 23, 703, -0.05, 1779, 1.1, 21%, -0.1, 1107, i, 51
> O=C(O)c1ccc(-c2nc(-c3ccc(Cl)cc3Cl)cs2)cc1
→ -0.21, -0.26, 0.02, 0.52, 2.4, 2.0, 3.2, i, 0.4, 4, 690, -0.22, 1238, 1.1, -13%, 2.0, 1020, i, 40
> Cc1ccc(NC(=O)CN(c2ccc(C)cc2)S(=O)(=O)c2cccc3nonc23)cc1
→ 1.1, -0.17, 1.1, -0.18, 3.2, 1.2, 11, i, 0.2, -6, 712, -0.2, 1176, 1, 12%, -0.7, 528, i, 53
> CCn1c(-c2cccs2)nc2ccccc21
→ 0.9, -0.23, 0.44, 0.11, 4.1, 2.1, 4.1, i, 1.0, -4, 652, ., ., 1, -10%, 0.8, 1200, i, 61
> COCCNC(=O)C(NC(=O)C1CCCCC1)C12CC3CC(CC(C3)C1)C2 (stereo not drawn)
→ -0.78, -0.24, -0.01, 0.81, 2.8, 2.3, 8.2, i, 0.5, 0, 666, 0.45, 1575, 1.2, -4%, -1.3, 893, i, 33
> O=C1CN2C(=Nc3ccc(Cl)cc3C2c2ccccc2)CN1 (stereo not drawn)
→ -1.2, -0.2, -0.29, 0.55, 6.2, 2.6, 9.8, i, 1.1, 16, 706, -0.35, 1235, 1.1, -5%, -1.0, 1072, i, 24
> CC1(C)CC(=O)C2=C(C1)OC(=O)CC2c1cccs1 (stereo not drawn)
→ 0.93, -0.58, 0.74, -1.6, ., ., ., i, 0.8, -13, 625, 0.35, 1066, ., ., -1.6, 1327, i, 22
> Cc1ccc(/C([O-])=C(/C(=S)NCc2ccco2)[n+]2ccccc2)cc1[N+](=O)[O-]
→ 0.072, -0.22, 0.36, 0.11, 2.5, 3.2, 7.6, i, 0.6, -6, 731, 0.66, 1384, 1, 0%, 0.0, 1088, i, 9
> O=C(Cc1cn2ccsc2n1)Nc1nc2c(s1)CCCC2
→ 0.1, 0.26, -0.18, 0.68, 2.9, 2.8, 13, i, 1.3, ., ., 0.09, 964, 1, 2%, 0.1, 1108, i, 29
> N#CCSc1ccc(-c2nc3ccccc3[nH]2)cn1
→ 1, -0.14, 0.62, -1.1, 1.5, 2.5, 1.7, i, 0.3, 9, 709, ., ., 1.1, 3%, 0.1, 1614, i, 56
> COc1ccc(S(=O)(=O)CCc2nnc(NC(=O)c3cccs3)s2)cc1
→ 0.22, -0.23, -0.092, 0.88, 2.9, 1.7, 2.9, i, 1.0, ., ., 0.72, 1409, 1, -2%, -1.0, 918, i, 29
> Cc1ccc(C)c(N2CCN(CCCNC(=O)Cn3cc4c(n3)CCCCC4)CC2)c1
→ -0.86, -0.13, -0.082, 0.3, 2.0, 1.8, 5.9, ?, ., -22, 425, -0.7, 1523, 1.1, 12%, 0.2, 1102, i, 36
> COc1ccc2[nH]c(C)c(C(=O)CN3CCOCC3)c2c1
→ 1.8, 0.24, 1.5, -0.64, 4.3, 4.7, 6.3, i, 0.0, 3, 711, ., ., 1, -8%, 2.0, 1025, i, 50
> CC(=O)Oc1ccc2cc(-c3ccccc3)c(=O)oc2c1
→ 1.7, -0.17, 0.85, -1.9, ., ., ., i, 0.3, -16, 643, -0.39, 993, ., ., -0.9, 1361, i, 33
> O=C(Nc1ccccc1)C1=C[C@@H](C2CC2)C[C@@H](OCc2ccc(CO)cc2)O1
→ -0.6, -0.28, -0.04, 0.033, 3.7, 1.4, 6.4, i, 1.1, -25, 704, 0.13, 1445, 1.1, 2%, 2.6, 1121, i, 27
